LYPLA2 counter = LYPLA2 (human) inhibition in PME1 counter-screen; hit rate 0.38% among 320,000; recombinant LYPLA2, FP-Rh probe fluorescence polarization; O95372; inhibition, % at 5.9 µM;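 active = inhibition above the screen-wide mean plus 3 SD, limit set per campaign, cut at about 26% in these data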;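 note: 0% = LYPLA2 with DMSO and 100% = wells lacking LYPLA2 enzyme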
Target sequence (O95372 whole entry, looked up): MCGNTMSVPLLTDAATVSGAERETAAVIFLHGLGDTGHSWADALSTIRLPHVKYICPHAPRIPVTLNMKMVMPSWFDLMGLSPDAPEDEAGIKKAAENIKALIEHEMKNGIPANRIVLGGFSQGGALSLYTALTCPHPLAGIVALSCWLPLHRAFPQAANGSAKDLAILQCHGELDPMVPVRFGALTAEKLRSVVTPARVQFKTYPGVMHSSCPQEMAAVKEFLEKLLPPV
JMJD2C inh = blocks human GASC-1 demethylase activity | Q9H3R0 | GST-JMJD2C(1-420) H3K9me3 demethylation, DELFIA europium | inhibition, % at 2.35 µM | hit rate 0.069% among 330,000;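 active = more than half of a compound's replicate wells show inhibition beyond 50%, single wells judged on their own value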;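 note: signal counts dimethyl H3K9 product captured on neutravidin plate; 0% = median of DMSO wells and 100% = 0.3 times that DMSO median; strong numbers were not always called active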
Fh CTSL1 inh = counter-screen for PFM18AAP inhibitors: inhibitors of F. hepatica cathepsin L1. recombinant F. hepatica cathepsin L1, Z-Leu-Arg-MCA fluorescence. inhibition, % at 5.96 µM. hit rate 0.49% among 300,000. AID 1906;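 active = inhibition above the mean of all tested compounds plus 3 SD, set per screening campaign, cut at about 17% in these data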;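 note: 0% = plate median of test compound wells and 100% = 1 µM Z-Phe-Ala-diazomethylketone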
PP1 inh = PP1-alpha (human) inhibition in PP5 counter-screen | purified PP1alpha, OMFP fluorescence | AID 2235 | P62136 | inhibition, % at 6.7 µM | hit rate 0.9% among 320,000;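 active = inhibition above the mean inhibition of all tested compounds plus 3 SD, computed separately for each screening campaign, cut at about 15% in these data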
Target sequence (P62136 whole entry, looked up): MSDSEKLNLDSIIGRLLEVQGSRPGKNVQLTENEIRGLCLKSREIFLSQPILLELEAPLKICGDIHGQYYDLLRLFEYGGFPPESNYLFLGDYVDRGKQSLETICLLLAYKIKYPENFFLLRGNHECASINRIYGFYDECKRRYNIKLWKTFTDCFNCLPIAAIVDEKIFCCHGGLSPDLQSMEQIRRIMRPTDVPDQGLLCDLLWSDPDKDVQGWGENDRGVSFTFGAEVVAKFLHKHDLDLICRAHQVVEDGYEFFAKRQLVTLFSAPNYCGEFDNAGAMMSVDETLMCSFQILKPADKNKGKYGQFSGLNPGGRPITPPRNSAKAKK
PP5 primary = inhibitors of human protein phosphatase 5 (PP5). P53041. purified PP5c, OMFP substrate fluorescence. inhibition, % at 6.7 µM. hit rate 0.18% among 320,000. AID 1987;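 active = inhibition above the campaign's mean inhibition across all tested compounds plus 3 SD, cut at about 9.5% in these data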;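 note: 0% = DMSO only and 100% = 100 µM cantharidin control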
Target sequence (P53041 whole entry, looked up): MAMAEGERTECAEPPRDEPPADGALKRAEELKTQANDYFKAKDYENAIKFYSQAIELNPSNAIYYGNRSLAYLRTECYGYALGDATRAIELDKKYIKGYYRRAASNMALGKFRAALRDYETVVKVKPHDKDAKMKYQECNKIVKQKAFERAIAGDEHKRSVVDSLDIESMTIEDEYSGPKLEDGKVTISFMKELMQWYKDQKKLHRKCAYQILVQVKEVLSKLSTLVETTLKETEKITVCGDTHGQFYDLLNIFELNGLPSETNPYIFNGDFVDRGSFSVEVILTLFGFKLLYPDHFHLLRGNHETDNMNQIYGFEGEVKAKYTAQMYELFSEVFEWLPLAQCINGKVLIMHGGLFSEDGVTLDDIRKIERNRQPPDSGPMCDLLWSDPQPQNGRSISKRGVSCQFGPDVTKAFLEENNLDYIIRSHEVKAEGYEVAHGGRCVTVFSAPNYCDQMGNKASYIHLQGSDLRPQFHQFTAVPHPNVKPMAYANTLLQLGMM
HCV core dimer = HCV core protein dimerization inhibition; TR-FRET GST/Flag-core106 dimerization, 1536-well; inhibition, % at 5 µM; hit rate 0.33% among 300,000; AID 1899;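 active = inhibition above the mean of all tested compounds plus 3 SD, set per screening campaign, cut at about 45% in these data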
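System: GST/Flag-tagged HCV core106 proteins. Incubation: compound-protein-antibody incubation 4 h at 22.5 °C. Technique: HTRF with 340 nm excitation, 617/671 nm emission. Medium: KF-containing HEPES buffer, pH 7.45, DTT, CHAPS, BSA. Read-out: inhibition (%) from 671 over 617 nm ratio. Also added: Eu(K)-anti-GST 90 ng/mL plus XL665-anti-Flag 1 µg/mL.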
PREPL inh = inhibitors of human prolyl oligopeptidase-like enzyme PREPL | recombinant PREPL, fluorescence polarization activity-based probe | Q4J6C6 | AID 2751 | inhibition, % at 5.96 µM | hit rate 0.68% among 320,000; in the data active = inhibition above about 43%;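 note: 0% = enzyme with DMSO and 100% = wells lacking enzyme; many of its hits are not listed in these tables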
Efflux pump inh = antifungal efflux pump inhibition, Nile Red retention. S. cerevisiae Candida pump triplex. inhibition, % at 10 µM. hit rate 0.44% among 330,000;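 active = plate passing quality check with inhibition over a set limit, or well fluorescence over plate mean plus 4 SD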;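 note: Nile Red retained in pooled yeast measured as flow cytometry median fluorescence; 0% = buffer negative control and 100% = Enniatin B positive control; higher means more Nile Red kept so more efflux inhibition; some compounds called inactive have numbers as strong as hits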
TPT1 inhibitor = blocks Candida albicans tRNA 2'-phosphotransferase; inhibition, % at 5 µM; AID 1962; hit rate 0.81% among 300,000; recombinant caTPT1, FP RNA substrate dephosphorylation;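 active = inhibition above the mean of all tested compounds plus 3 SD, set per screening campaign, cut at about 24% in these data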;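 note: plate controls were DMSO alone for no effect and ferristatin control at 100 nM for full effect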
The depositor's hits bear a star; nt = no result given.

Results follow in this order: PP5 primary	Efflux pump inh	Fh CTSL1 inh	PP1 inh	JMJD2C inh	TPT1 inhibitor	LYPLA2 counter	PREPL inh	HCV core dimer
O=C(NCC(c1ccco1)N1CCc2ccccc2C1)c1cccc(F)c1 (stereo not given)
 : -0.6	0.1	-3	-4	23	-2	-3	-7	-2
O=C(CC1CCCCC1)Nc1c2c(nn1-c1ccc(F)cc1)CS(=O)(=O)C2
 : -0.3	-0.1	-1	-4	-6	-4	-1	-5	0
COc1ccc(NC(=O)CSc2nc3[nH]c(=O)[nH]c(=O)c3s2)cc1OC
 : 2.6	0.1	-2	3	-19	4	9	0	-1
COc1ccc(C(=O)N/N=C(/C)c2cccc(NC(=O)c3ccccc3F)c2)cc1
 : 2.5	-0.1	1	-3	-8	-4	8	2	-5
CCc1nnc(NC(=O)COC(=O)CN2C(=O)c3ccccc3C2=O)s1
 : 1.2	0.2	-4	2	0	-3	0	-6	6
COc1ccc(-c2ccc3c(c2)S(=O)(=O)c2cccc(C(=O)NCCOc4ccccc4)c2C3=O)cc1OC
 : 3.6	0.2	nt	-3	0	nt	12	11	nt
COc1ccc([N+](=O)[O-])cc1NC(=O)Cn1ccc(C(F)(F)F)n1
 : 1.4	-0.1	2	1	-11	0	-3	11	-4
CCCCCc1nc2c(=O)n(C)c3ccccc3c2o1
 : 0.8	0.0	3	1	3	-1	3	2	9
O=C(CCc1nc2ccccc2s1)OCC(=O)c1ccccc1
 : 0.9	-0.1	-47	0	-16	-2	4	-2	12
O=C(NCc1ccccc1Cl)c1ccc(CS(=O)Cc2ccc(Cl)cc2)o1 (stereo not given)
 : 0.8	-0.1	-2	-1	7	0	11	-11	5
O=C(O)COC(=O)C1C(c2ccccc2)C(C(=O)O)C1c1ccccc1 (stereo not given)
 : -1.4	0.1	-2	-4	-5	-1	1	2	0
CCOC(=O)/C(C#N)=C/c1ccc(N2CCN(Cc3ccccc3)CC2)cc1
 : -0.5	-0.2	1	1	-1	48*	-8	14	7
Cc1cccc(-c2noc(-c3ccoc3C)n2)c1
 : 2.2	-0.1	-2	0	-7	-1	-8	-8	6
O=C(CC(=O)c1ccccc1)Nc1cccnc1
 : 4.3	0.4	-1	-1	10	2	-3	-4	-4
CC(C)(C)OC(=O)N1CCC(c2c(C(=O)NC3CC3)cnn2-c2ccccc2)CC1
 : 0.4	-0.1	-3	-7	-21	3	-1	-4	-1
CCCCCc1nc2ccccc2c(=O)n1N
 : 1.0	0.0	-1	0	2	3	-5	-3	-1
COc1cc(NC(=S)NCCCN2CCOCC2)c(OC)cc1Cl
 : -3.6	-0.1	1	-6	-1	-2	0	4	4
Cc1cccc(NC(=O)CN2CCc3cc4c(cc3C2C)OCCCO4)c1 (stereo not given)
 : 3.4	0.0	-5	3	2	-1	-9	-5	0
CCCN(C(=O)CSCC(=O)Nc1ccc(OC)cc1)c1c(N)n(Cc2ccccc2)c(=O)[nH]c1=O
 : 1.1	0.0	-4	-4	0	-3	-4	-6	-1
CC(=O)Nc1ccc(N2C(=O)CSC2c2c(F)cccc2Cl)cc1 (stereo not given)
 : 7.6	-0.1	-3	2	1	-1	4	-49	-2

Looked up one by one from the list above:
Results follow in this order: PP5 primary	Efflux pump inh	Fh CTSL1 inh	PP1 inh	JMJD2C inh	TPT1 inhibitor	LYPLA2 counter	PREPL inh	HCV core dimer
O=C(NCc1ccccc1Cl)c1ccc(CS(=O)Cc2ccc(Cl)cc2)o1 (stereo not given)
 : 0.8	-0.1	-2	-1	7	0	11	-11	5
CC(=O)Nc1ccc(N2C(=O)CSC2c2c(F)cccc2Cl)cc1 (stereo not given)
 : 7.6	-0.1	-3	2	1	-1	4	-49	-2

Carrying on:
Results follow in this order: PP5 primary	Efflux pump inh	Fh CTSL1 inh	PP1 inh	JMJD2C inh	TPT1 inhibitor	LYPLA2 counter	PREPL inh	HCV core dimer
C/C=C\C=C/C(=O)Nc1cccc(C2=NOC3(C2)C[C@@H](C(N)=O)N(C(=O)[C@H]2CCC(=O)N2)C3)c1 (stereo not given in full)
 : 0.7	0.0	20*	-1	4	-1	-9	-4	41
C/C(=N\N=C\c1ccccc1F)c1nnn(-c2nonc2N)c1C
 : -0.1	0.1	2	-1	12	0	5	-10	6
Cc1cc(Cl)ccc1NC(=S)NCc1ccc(F)cc1
 : -6.4	-0.1	3	5	3	-5	-1	-3	-9
Cc1ccc(S(=O)(=O)N2Cc3ccccc3CC2C(=O)Nc2cc(C)on2)cc1 (stereo not given)
 : -1.5	0.1	-5	0	3	-2	2	-2	5
Cc1cc(C)cc(N(C(=O)c2csnn2)C(C(=O)NC2CCCCC2)c2cccnc2)c1 (stereo not given)
 : -7.0	0.0	1	4	-3	-3	-2	-6	-12
Cc1ccc(-c2cc(C(=O)N3CC(C)OC(C)C3)c3ccccc3n2)o1 (stereo not given)
 : 0.8	0.0	0	-4	5	-4	1	-6	7
CCOC(=O)C1CCN(C(=O)COC(=O)c2ccc([N+](=O)[O-])o2)CC1
 : 1.1	0.0	nt	-3	-10	nt	0	9	nt
O=C(c1cc(-c2ccccc2)on1)N1CCc2ccccc2C1
 : 0.2	0.0	1	-2	-7	-4	9	-34	4
Nc1nc(Nc2cccc(F)c2)nc(N2CCOCC2)c1[N+](=O)[O-]
 : 2.9	0.2	-2	-1	-8	2	-4	16	-6
Cc1ccc(S(=O)(=O)N2CCOCC2)cc1C(=O)NCc1ccc2c(c1)OCO2
 : -1.1	-0.1	1	-3	0	1	7	-9	-1
CCCSc1nsc(NC(=O)Nc2ccc(F)cc2F)n1
 : 10*	0.3	-3	7	-1	1	-9	8	-5
O=C(COC(=O)c1cc(Br)ccc1Cl)NC(=O)NCc1ccccc1
 : 2.3	0.1	-4	-2	-3	0	-1	-7	-2
Cc1cccc(NC(=O)CN2CCN(C(=O)c3cncn3-c3ccc(F)cc3)CC2)c1C
 : 2.8	0.2	nt	4	-9	nt	-8	12	nt
O=C(CNC(=O)c1ccc(F)cc1)N/N=C/c1cc(Br)ccc1OCc1ccccc1
 : 5.1	0.1	-1	0	-6	0	-39	-6	10
CCN(CC)CCCNC(=O)CC1Sc2ccccc2NC1=O (stereo not given)
 : 1.9	0.0	-3	-4	5	-7	6	-5	-3
CCN1C(=NCCCCO)N[C@@H](c2cccc(F)c2)C(C(=O)OC)=C1C
 : 0.9	0.0	0	-2	-20	0	-3	-1	-8
COc1ccc(S(=O)(=O)NCCSc2ccc(C)cc2)cc1OC
 : 3.8	0.1	-4	1	-1	-1	-2	2	6
COc1ccc(C(=O)/C=C/c2ccc(OC)cc2OC)c(O)c1
 : 4.0	-0.2	-3	-5	0	-1	-2	1	-7
COc1ccc(-c2noc(Cc3ccc(Cl)cc3)n2)cc1OC
 : 2.6	0.1	1	1	2	2	-1	-18	5
COc1ccc(OC)c(NC(=O)CN(C)S(=O)(=O)c2ccc(Cl)cc2)c1
 : 1.4	-0.1	-2	-2	16	-11	6	-2	4
CC(C)[C@H](NC(=O)OCc1ccccc1)C(=O)OCC(=O)Nc1c(F)cccc1F
 : 0.2	0.3	-35	-1	1	0	0	9	-4
COC(=O)C(CC(C)C)Oc1ccc2c(C)cc(=O)oc2c1 (stereo not given)
 : 3.4	0.0	5	-2	2	-3	6	10	-4
Cc1ccccc1CC(=O)Nc1ccc2c(c1)CCC2
 : -0.4	0.0	2	0	-23	1	1	-4	8
C=CCn1c(Cc2ccc(OC(C)C)c(Cl)c2)nnc1SCC(N)=O
 : -1.0	-0.1	-1	-2	-4	-2	5	10	0
Cn1c(C(=O)N2CCC(C(N)=O)CC2)cc2c(=O)n(C)c3ccccc3c21
 : -0.5	-0.4	4	-4	-4	0	-2	2	-2
COc1ccc(N2C(=O)/C(=C3/C=CC=CN3C)SC2=S)cc1
 : 6.9	0.1	4	4	4	5	-4	-3	-9
CCOC(=O)N1CCN(CC(O)c2ccc3cc[nH]c3c2)CC1 (stereo not given)
 : 1.7	-0.2	-5	0	5	-1	4	-4	-4
COc1ccc(C(=O)NNC(=O)C(NC(=O)c2cc(OC)cc(OC)c2)C(C)C)cc1 (stereo not given)
 : 1.5	-0.2	nt	-1	2	nt	3	-2	nt
CCc1ccc(NC(=O)CN2CCC(C(=O)c3ccc(OC)cc3)CC2)cc1
 : 4.4	0.1	-1	0	6	4	-1	-22	4
C=CCc1cccc2cc(C(=O)NNC(=O)CC#N)c(=O)oc12
 : -2.1	0.0	-1	0	-2	-2	2	16	-5
CCCCC(CCCC)=N/N=C/c1c(O)n(CC)c2cc(C3=NNC(=O)CC3)ccc12
 : 2.1	0.2	3	6	14	34*	7	15	1
CC1(c2ccc(OC(F)F)cc2)NC(=O)N(CC(=O)Nc2ccc(Cl)cc2F)C1=O (stereo not given)
 : 3.6	0.0	6	2	8	-3	-2	-3	-3
O=C(CCN1C(=O)c2ccccc2S1(=O)=O)N1CCN(c2ccccc2)CC1
 : 4.8	0.1	-1	1	8	-1	7	0	1
CNS(=O)(=O)c1cc(NC(=O)c2cnc(SC)n2-c2ccccc2)ccc1C
 : 5.0	0.1	-1	2	-7	5	1	4	5
Cc1cc(C)c(S(=O)(=O)NCC2CCC(C(=O)NCc3ccc4c(c3)OCO4)CC2)c(C)c1 (stereo not given)
 : 6.2	0.0	1	8	13	-9	-2	9	14
Cc1cc(=O)oc(C)c1C(=O)Nc1cccc2nonc12
 : 3.2	0.0	0	-4	-3	3	9	1	-2
CCOC(=O)/C(C#N)=C\c1cc(OC)c(OC)cc1[N+](=O)[O-]
 : 1.2	0.1	5	0	-12	-22	1	2	-1
CCOCCN(C=O)c1cccc(OC)c1
 : -0.4	0.0	0	1	12	1	-1	3	1
O=C(CC1CCCCC1)NCC1CCCO1 (stereo not given)
 : 0.7	-0.1	1	0	-6	0	1	1	-7
CC(C)(C)C(=O)c1cnc(Nc2ccccc2)s1
 : 7.4	-0.1	-2	3	-3	-2	9	27	6
Cc1ccc(S(=O)(=O)NNC(=O)C(O)(c2ccccc2)c2ccccc2)cc1
 : 2.5	-0.2	0	-1	-1	-1	-9	6	-7
CCN(C(=O)CSc1nnc(-c2ccc(Cl)cc2)n1C)C1CCS(=O)(=O)C1 (stereo not given)
 : 1.2	0.0	1	0	1	0	-6	-2	-3
CCOc1ccc(C(C)=O)cc1CSc1nc2nc(C)cc(C)n2n1
 : 2.1	0.2	3	0	14	-1	-4	8	9
COc1ccc(C2=CC3=CC(=O)C(C)(O)C(=O)C3=CO2)cc1 (stereo not given)
 : -2.6	-0.1	1	18*	9	10	9	-5	19
O=C(CCC1CCCN(C(=O)c2cccc(F)c2)C1)N1CCN(c2ccccn2)CC1 (stereo not given)
 : 2.5	0.0	2	2	0	-3	10	12	0
COc1cccc(SCC2(O)CCN(C(=O)c3ccc(Cl)cc3)CC2)c1
 : 1.7	0.3	3	-1	-15	3	-8	9	-1
Nc1nnc(Cc2ccccc2F)s1
 : 1.4	0.1	-1	-4	-1	-7	-4	-7	-4
O=C(O)CCN(CCC(=O)O)c1nnc(SCc2ccccc2)s1
 : 1.7	-0.2	-1	0	6	1	-2	-1	2
Cc1cc(C)c2nc(N3CCC(C(=O)NCc4cccnc4)CC3)sc2c1
 : 0.2	-0.1	2	-3	-4	0	1	5	-3
CC(C)C(=O)NC(c1ccc(Cl)cc1Cl)c1ccc2cccnc2c1O (stereo not given)
 : 1.6	-0.1	-1	27*	7	-3	8	1	1
O=C(N/N=C/C(Cl)=C\c1ccccc1)c1cnccn1
 : -0.2	-0.1	6	-1	3	1	2	6	2

Only part of the results is shown; rates above refer to the full screens.
